Screening results from PubChem.
USP2a block: blocks human ubiquitin-specific protease USP2a; O75604; USP2 core, Ub-CHOP2 coupled fluorogenic reporter, 485/531; Potency, µM (series often up to 38.3 µM), inactives show at the highest dose activity change, negative = inhibition, most hits filed as inhibitors; actives 0.01% (n = 330,000); AID 463254;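 also: potency is read from the fitted curve at half-maximal effect; plate controls were DMSO wells for no effect and full inhibition by NEM control for full effect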
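Cell-free coupled assay: 10nM USP2 core preincubated 30min RT with compound in Tris-HCl pH 8.0/CaCl2/CHAPS buffer, then 25nM Ub-CHOP2 and 25nM reporter substrate; fluorescence (Ex 485/Em 531) read after 60min RT, normalized to NEM inhibition, concentration-response curves fitted.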
B2AR arrestin: agonists driving beta-arrestin recruitment to human beta2-adrenergic receptor; P07550; beta-arrestin recruitment to beta2AR, cell-based reporter; Potency, µM (series often up to 46.1 µM), without a hit: at the top dose activation, usual class: activators; actives 0.02% (n = 330,000); AID 492947;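 also: potency is read from the fitted curve at half-maximal effect; 0% = DMSO controls and full agonism = EC100 isoproterenol or metaproterenol; nearly all actives have a fitted effect of over 65% in size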
Eya2 phos inh: blocks the phosphatase activity of human Eya2; O00167; Potency, µM (top dose mostly 76.9 µM), without a hit: at the highest dose activity, negative = inhibition, most hits filed as inhibitors; actives 0.006% (n = 330,000); recombinant Eya2, OMFP fluorescence dephosphorylation (OMFP is methylfluorescein phosphate); also: potency is read from the fitted curve at half-maximal effect; % is scaled to controls: 0 for no effect and ±100 for the full control effect
Target sequence (O00167 whole entry, looked up): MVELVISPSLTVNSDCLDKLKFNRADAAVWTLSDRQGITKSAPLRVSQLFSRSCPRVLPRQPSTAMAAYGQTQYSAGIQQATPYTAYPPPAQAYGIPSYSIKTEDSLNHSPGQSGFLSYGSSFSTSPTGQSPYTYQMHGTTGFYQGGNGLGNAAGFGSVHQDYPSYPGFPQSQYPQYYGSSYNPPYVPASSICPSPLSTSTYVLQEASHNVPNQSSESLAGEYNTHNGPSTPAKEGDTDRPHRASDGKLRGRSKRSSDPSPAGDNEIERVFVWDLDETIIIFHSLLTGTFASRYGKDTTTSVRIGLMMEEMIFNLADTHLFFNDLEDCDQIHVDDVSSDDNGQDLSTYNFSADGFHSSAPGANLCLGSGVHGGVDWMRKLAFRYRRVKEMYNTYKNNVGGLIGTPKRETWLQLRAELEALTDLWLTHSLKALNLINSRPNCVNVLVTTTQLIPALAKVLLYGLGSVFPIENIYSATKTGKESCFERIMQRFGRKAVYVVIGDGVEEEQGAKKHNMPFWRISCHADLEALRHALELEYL
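Eya2 (0.2 uM) preincubated 10 min at ambient with compound, then OMFP substrate added at 50 uM; 10 min reaction in 50 mM HEPES pH 7.5, 50 mM NaCl, 5 uM MgCl2, 0.05% BSA, 1 mM DTT. Fluorescence read at Ex 485/Em 525 nm.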
p53 reactivation: mutant p53 re-activation in reporter cells. H1299 p53-A138V BP100-luciferase reporter, luminescence, 24 h. Potency, µM (top dose mostly 92.2 µM), for inactives: at the top dose activity change, positive = activation, hits mostly activators. actives 0.063% (n = 320,000); also: potency is read from the fitted curve at half-maximal effect; % of control where 0% means no effect; nearly all actives have a fitted effect of over 45% in size
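p53-null H1299 cells stably carrying temperature-sensitive p53-A138V and a BP100-luciferase reporter were pinned with compounds (4-point, 1:5 series) and held 24 hrs at 37 deg C. Luminescence was read 10 min after detection reagent.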
ASM inhibitor: human S-ASM enzyme inhibition. P17405. placental ASM, HMU-PC fluorogenic substrate, 60 min. Potency, µM (titrated, usually from 57.5 µM), without a hit: at the highest dose activity change, negative = inhibition, usual class: inhibitors. actives 0.006% (n = 340,000); also: potency is read from the fitted curve at half-maximal effect
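Fluorescence read-out (Ex 386 nm, Em 447 nm) after stopping the reaction at pH 10. Enzyme: ASM from human placenta; substrate HMU-PC0, 9 uM final; 60 min, 37 °C. Compound preincubation 10 min, ambient temperature.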
Integrin act MD: activates integrin-mediated alleviation for muscular dystrophy; actives 0.064% (n = 350,000); alpha7betagal myoblasts, beta-gal FDG fluorescence, 48 h; Potency, µM (series often up to 38.3 µM), inactives show at the top dose activation, hits mostly activators;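 also: potency is read from the fitted curve at half-maximal effect; 100% = response of the positive control SU9516; nearly all actives have a fitted effect of over 60% in size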
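Alpha7betagal+/- myoblasts (passage 13) were plated 16-24 hr, then exposed to compounds (1:260 dilution of DMSO stock) for 48 hours at 37C. After MPER lysis, β-galactosidase reporter activity was read as FDG fluorescence (ex 480/em 540) after 30 minutes.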
TSG101-PTAP inh: blocks PTAP/TSG101 interaction to inhibit HIV-1 budding | Q99816 | 340,000 tested, under 10 active | Fluorescence polarization, FITC-PTAP peptide / Tsg101 binding | Potency, µM (top dose mostly 115 µM), inactives show top-dose activity change, negative = inhibition, actives largely listed as inhibitors; active = well fitted inhibition curve with a large enough effect in the main read-out, with a control signal flat, not every such curve was filed as active; inconclusive = small, poorly fitted or top-dose-only effect, or effect the other way, or a change in a side signal; inactive = no such curve, though single readings can be large or run the other way; also: potency is read from the fitted curve at half-maximal effect; % of control where 0% means no effect
Target sequence (Q99816 whole entry, looked up): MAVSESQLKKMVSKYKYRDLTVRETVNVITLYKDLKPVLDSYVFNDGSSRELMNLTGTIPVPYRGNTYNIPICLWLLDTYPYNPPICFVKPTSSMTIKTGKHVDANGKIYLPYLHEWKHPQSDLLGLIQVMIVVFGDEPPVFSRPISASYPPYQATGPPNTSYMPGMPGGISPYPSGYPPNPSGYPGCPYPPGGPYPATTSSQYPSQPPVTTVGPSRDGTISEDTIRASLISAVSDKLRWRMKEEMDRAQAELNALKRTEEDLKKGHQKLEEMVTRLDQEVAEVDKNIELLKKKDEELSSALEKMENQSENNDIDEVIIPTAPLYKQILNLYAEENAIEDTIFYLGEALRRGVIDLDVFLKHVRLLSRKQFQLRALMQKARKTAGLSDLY
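Compounds were pin-transferred onto Tsg101 binding domain (10 uM final) in HEPES pH 7.5 buffer, then FITC-PTAP peptide was added at 50 nM final. After 20 min at RT, polarization reported peptide displacement across a qHTS concentration series.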
TRPV1 ag: activates the human vanilloid receptor TRPV1. TRPV1-expressing cells, Fluo-8 calcium influx, agonist mode. AID 540275. Q8NER1. activation, % at 8.33 µM. actives 0.19% (n = 320,000); in the data active = activation above about 80%; inconclusive = between about 30% and that limit; also: 0% is about no effect
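TRPV1-expressing cells were cultured overnight at 35.5C and loaded with Fluo-8 calcium dye for 40 to 90 min at room temperature. After a 10 s baseline, compound was added and calcium influx was read kinetically for 3 min (ex 480/em 520 nm).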
uPA surface inh: inhibitors of cell surface uPA generation | cell surface uPA generation assay, qHTS | Potency, µM (titrated, usually from 38.3 µM), for the others: at the highest dose activity change, negative = inhibition, hits mostly inhibitors | actives 0.31% (n = 330,000); active = well fitted inhibition curve with a large enough effect; inconclusive = small, poorly fitted or top-dose-only effect; inactive = no such curve, though single readings can be large or run the other way; tested in mouse RAW 264.7 cells; also: potency is read from the fitted curve at half-maximal effect; % is scaled to controls: 0 for no effect and ±100 for the full control effect; nearly all actives have a fitted effect of over 55% in size
BRCA1 expr act: increases BRCA1 expression; MCF7-BRCA1-FFLuc reporter, luminescence, 48 h; response scale: scaled: vehicle 0%, 10 µM genistein 100%; Potency, µM (series often up to 46.1 µM), for the others: top-dose activation, most hits filed as activators; actives 1.1% (n = 380,000); AID 624202; also: potency is read from the fitted curve at half-maximal effect; nearly all actives have a fitted effect of over 80% in size; some results filed as inactive show a strong effect at the top dose
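MCF7 cells carrying a BRCA1-firefly luciferase reporter (2000 cells/well, phenol-red free MEM) were attached for 2 h at 37 °C, then given compounds for 48 h. Luminescence was read 15 min after luciferase reagent; activity normalized to genistein (10 microM) and DMSO.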
ELG1 genotox: induces genotoxicity in HEK293T cells with luciferase-tagged ELG1 | HEK293T ELG1-luciferase reporter, luminescence, 16 h | Potency, µM (highest dose often 46 µM), inactives show top-dose activity change, positive = activation, most hits filed as activators | actives 1.3% (n = 330,000); also: potency is read from the fitted curve at half-maximal effect; % of control where 0% means no effect; nearly all actives have a fitted effect of over 60% in size
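Reporter readout depends on ELG1 protein level, which increases with genetic stress. After 16 hr compound exposure at 37 °C, luciferase activity was quantified using ONE-Glo.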
* = called active by the depositor; ? = inconclusive; . = no result given; [ ] = remark or other dose. Unless noted, calls follow the shape of the dose curve; as a rule, active = well fitted curve in the direction sought with a large enough effect; inconclusive = small, poorly fitted or top-dose-only effect, or another doubt; inactive = no such curve, though single readings can be large; an effect the other way counts as inactive or inconclusive.

The line under a structure holds: USP2a block | B2AR arrestin | Eya2 phos inh | p53 reactivation | ASM inhibitor | Integrin act MD | TSG101-PTAP inh | TRPV1 ag | uPA surface inh | BRCA1 expr act | ELG1 genotox
> COc1ccccc1CCNC(=O)Cn1c(=O)oc2ccccc21
  -0.4% | -0.1% | 2.1% | 5.0% | 6.2% | 12.1% | -2.0% | 1.3 | 3.9% | 9.1% | -8.1%
> O=C(NNC(=O)c1cnccc1C(F)(F)F)c1ccccc1
  2.7% | -0.1% | -1.2% | -3.0% | -0.5% | 48.9% | -0.8% | -1.0 | -4.4% | -8.7% | 0.7%
> O=C1[C@@H]2C(c3cccnc3)=NO[C@@H]2C(=O)N1c1ccc(Br)cc1
  3.1% | -0.6% | -6.7% | 1.1% | -4.4% | 6.6% | 0.3% | . | -1.1% | 0.8% | -1.3%
> c1ccc(CSc2ccc(-c3ccco3)nn2)cc1
  2.6% | -1.0% | -23.4% | ? | -0.6% | 5.4% | -4.1% | 29.8 | -20.0% | 3.16µM* | 8.2µM*
> COC(=O)C1C(=O)c2c(n[nH]c2C)CC1(C)C (stereo not given)
  1.6% | -0.4% | 2.1% | -6.2% | 0.3% | 18.5% | -2.5% | -2.0 | . | 0.1% | -6.2%
> CCOC(=O)CSc1cc(C)nc(N)n1
  0.8% | -0.1% | 2.7% | 2.5% | 0.8% | -0.5% | 0.2% | 10.4 | 5.1% | 6.2% | 6.3%
> Cc1c(C(=O)O)cc(C(C)(C)C)n1CCSCCO
  1.3% | -1.1% | 10.7% | ? | 3.5% | 6.7% | 3.7% | -0.2 | -1.0% | 0.0% | -3.7%
> C=CCn1c(-c2ccoc2C)n[nH]c1=S
  1.4% | -0.3% | 1.0% | 3.6% | 6.2% | 12.8%[7.66 µM] | -0.3% | 0.5 | . | 0.5% | 0.6%
> COCCNC(=S)N/N=C(\C)CCc1ccc2c(c1)OCO2
  4.7% | ? | 10.1% | -2.3% | -1.4% | -29.5% | -2.7% | 0.4 | -3.8% | -7.3% | 0.0%
> Cc1cc(C)c(-c2cc(C)nc3ncnn23)c(C)c1
  -1.0% | 0.2% | -2.3% | 1.8% | 6.8% | -3.8% | -1.6% | -4.3 | -5.9% | 2.8% | 4.2%
> COC(=O)c1ccc(NC(=O)c2cccc(Cl)c2)o1
  -3.4% | 0.1% | -21.3% | 0.6% | -9.3% | 0.0% | -6.7% | 0.2 | -2.7% | 4.6% | -0.9%
> CCOC(=O)c1cnc2ccc(Cl)cc2c1Nc1ccc(S(=O)(=O)Nc2ncccn2)cc1
  4.9% | 0.5% | 1.3% | -1.5% | 2.1% | 3.7% | -10.1% | 2.4 | -5.2% | -30.7% | -0.9%
> C=CCN1C(=O)/C(=C\c2ccc(OC(=O)c3ccco3)c(OC)c2)SC1=S
  1.3% | -0.6% | 5.7% | 5.5% | -7.5% | -5.1% | -0.2% | 1.9 | -3.5% | 76.8% | 6.2%
> COc1ccc(NC2=C(NCCO)C(=O)c3ccccc3C2=O)cc1
  -0.6% | -0.3% | -7.2% | ? | -3.5% | -13.1% | -11.4% | -3.8 | -6.0% | -69.1% | -2.6%
> Cc1c(C(=O)NCCN2CCOCC2)oc2ccc(S(=O)(=O)N3CCCCCC3)cc12
  2.5% | 0.2% | -19.4% | . | . | -21.1% | -4.0% | 4.2 | 4.3% | 0.0% | -17.9%
> CN(Cc1ccccc1)C(=O)CN1C(=O)C2C3C=CC(C3)C2C1=O (stereo not given)
  -0.1% | -1.0% | -2.8% | 6.2% | 0.0% | -19.0% | -0.7% | 3.4 | . | 10.9% | 0.8%
> Cc1ccc(-n2c(SCC(=O)Nc3cc(C)on3)nc3c(c2=O)SC(C)C3)cc1 (stereo not given)
  -2.1% | -0.1% | 26.9% | 3.0% | 1.7% | 2.7% | -2.0% | -2.7 | -1.9% | -8.9% | -2.1%
> CCOC(=O)CN1C(=O)S/C(=C/c2cc(C)n(C)c2C)C1=O
  . | . | . | . | 1.5% | -21.6% | -3.8% | . | -0.9% | 131.9% | .
> Cc1ccc2nc(-c3ccncc3)c(NC3CCCC3)n2c1
  -0.1% | 0.4% | 12.3% | -7.0% | 66.2% | -19.4% | -4.7% | ? | 18.9% | 3.8% | -7.4%
> O=c1c(Cl)c(N2CCC3(CC2)OCCO3)cnn1C12CC3CC(CC(C3)C1)C2
  -2.9% | -0.7% | -1.6% | -3.9% | -0.5% | -16.3% | 1.2% | 4.6 | 0.0% | -21.7% | 2.8%
> CCC/C(C)=N/NC(=O)c1ccccc1O
  0.9% | -1.3% | -2.8% | 8.0% | -1.6% | 18.9% | 1.5% | ? | -4.1% | 15.0% | -0.8%
> CCOC(=O)/C(C#N)=C/c1c(N2CCN(c3ccc(OC)cc3)CC2)nc2c(C)cccn2c1=O
  -0.8% | -0.3% | ? | -2.4% | -20.9% | -9.5% | -5.1% | -1.9 | 0.0% | -60.2% | -6.2%
> COCCCNc1nc2ccccc2nc1NS(=O)(=O)c1ccc(F)cc1
  2.5% | 0.1% | 0.6% | -3.5% | 11.3% | 10.8% | -3.0% | -1.8 | 9.4% | -34.2% | -2.9%
> CCOC(=O)c1cc2c(N)c(C(=O)c3ccc(Br)cc3)sc2[nH]c1=O
  -1.3% | 0.9% | 9.2% | 4.4% | -9.2% | 8.0% | -2.8% | -4.1 | 2.6% | 1.8% | -3.0%
> CN(C)CCCNC(=O)C[C@H]1C[C@H](C(=O)N2CCOCC2)[C@@]2(C)c3[nH]c4cc(CCC(=O)N(C)C)ccc4c3CCN2C1=O
  -4.2% | 0.2% | 2.9% | 12.2% | -0.1% | 24.0% | -2.0% | . | 10.5% | 9.7% | 2.3%
> CC(NC(=O)C12CC3CC(CC(C3)C1)C2)C(=O)NN=Cc1ccc([N+](=O)[O-])o1 (stereo not given)
  -1.1% | -0.7% | 3.7% | ? | -6.0% | -58.0%[inhibitor] | 4.5% | . | -11.0% | -83.9%[inhibitor] | 1.4%
> O=C(N1CCOCC1)C12CCC3CC(CC(C3)C1)C2
  2.4% | 0.5% | 11.4% | -1.6% | 2.0% | 0.4% | 0.8% | -1.6 | -0.3% | 1.1% | 2.2%
> C=CCNC(=O)/C(=C\c1ccc2c(c1)OCO2)NC(=O)c1ccc(Br)cc1
  3.7% | -0.8% | 3.3% | -2.0% | 9.1% | 12.2% | -2.2% | -0.5 | -0.9% | -3.0% | 0.1%
> Cc1ccc(N=Nc2c(O)ccc3n[nH]nc23)cc1
  -5.2% | -0.7% | -18.3% | 6.7% | -3.2% | -1.6% | 0.0% | -1.0 | ? | 64.0% | ?
> Cc1cc(NC(=O)CCSc2nc(-c3ccco3)cc(C(F)(F)F)n2)no1
  0.2% | -0.3% | 2.9% | -2.5% | 1.0% | 1.5% | 0.9% | 3.5 | -3.8% | 6.5% | -1.5%
> COC(=O)c1sc(NC(=O)CSc2n[nH]c(N)n2)c(C(=O)OC)c1C
  -4.6% | 0.1% | -14.5% | -0.5% | 2.7% | 10.1% | -0.8% | -2.1 | -17.3% | -13.0% | -2.2%
> COCCNC(=O)CSc1nc2cc3c(cc2c(=O)n1Cc1ccco1)OCO3
  2.9% | -3.1% | -8.8% | -4.2% | -1.6% | -26.4% | -4.5% | -1.4 | -2.1% | -3.3%[1.84 µM] | -8.1%
> O=Cc1cccn1Cc1ccccc1[N+](=O)[O-]
  0.1% | -0.6% | 4.1% | 19.4% | -1.6% | 11.8% | -0.7% | -1.0 | 2.2% | ? | -1.3%
> CCOc1ccc(Oc2nc(Nc3ccc(C)cc3)nc(N(C)C)n2)nn1
  2.1% | 0.3% | -15.5% | -4.5% | -0.4% | -6.7% | -5.4% | 5.6 | -7.3% | -33.7% | -17.6%
> N#Cc1nc(-c2cccs2)oc1NCC1CCCO1 (stereo not given)
  -1.8% | -0.2% | -9.6% | 19.1% | 92.6%[activator] | 21.6% | -2.5% | 11.9 | 5.9% | 12.1% | 5.6%
> COc1ccc(C)cc1N(CC(=O)N/N=C/c1ccccc1C(=O)O)S(=O)(=O)c1ccccc1
  2.1% | 0.1% | 3.8% | 2.2% | 8.7% | -10.4% | -2.0% | 1.4 | -2.0% | -6.0% | 0.2%
